NCI-60 one-dose screen, 48 h, at 10 µM unless noted. Numbers give growth in % (100 = growth as untreated, 0 = no growth, -100 = all killed).
HCC-2998 – HCC-2998 colon cancer | 79,000 tested, 4.7% active | AID 1794799
HCT-15 – HCT-15 colon cancer. 82,000 tested, 5.2% active
SNB-75 – SNB-75 CNS cancer; 79,000 tested, 5% active
SNB-19 – SNB-19 CNS cancer cells; AID 1794751; 81,000 tested, 2.5% active
HCT-116 – HCT-116 colon cancer; 82,000 tested, 7.3% active; AID 1794798
KM12 – KM12 colon cancer cells. AID 1794800. 82,000 tested, 5% active
SF-268 – SF-268 CNS cancer cells | 82,000 tested, 3.1% active
SW-620 – SW-620 colon cancer; 82,000 tested, 5.2% active; AID 1794795
HT29 – HT29 colon cancer. AID 1794748. 81,000 tested, 7.4% active
* hit, by the source's call; / = no result given; & = joins results of further samples. The calls were made as follows: active = growth percent below 10; inactive = the rest.

SMILES	HCC-2998	HCT-15	SNB-75	SNB-19	HCT-116	KM12	SF-268	SW-620	HT29
CCC(C)(C)NC(N)=O	85	105	89	109	106	105	94	94	110
N#C/C(=C\NC(=S)NCc1ccccc1)c1nc2ccccc2s1	98	92	88	90	86	94	94	94	97
O=c1c(-c2nc3ccccc3s2)cc2c(n1NS(=O)(=O)c1ccc(Cl)cc1)CCCC2	110	95	70	98	94	98	92	100	110
Cc1cc(C)c2nc(N3CCC(C(=O)NCCCN4CCC(N5CCCCC5)CC4)CC3)sc2c1	95	106	98	102	100	103	93	100	104
O=[N+]([O-])c1ccccc1C(O)Cc1ccccn1 (stereo not drawn)	/	106	98	98	106	122	111	110	99
COc1ccc(C(=O)c2sc3nc(-c4cccnc4)cc(-c4ccc(OC)c(OC)c4)c3c2N)cc1	104	63	97	90	79	95	84	115	90
CN(C)C(=O)Oc1cccc([N+](C)(C)C)c1	106	96	85	105	109	102	106	108	115
CCOC(=O)c1cc(C(=O)c2cc(OC)c(OC)c(OC)c2)n2ccc(-c3ccccn3)cc12	91	103	83	82	89	109	97	106	105
COc1cccc(N=CNc2cccc(OC)c2)c1	99	85	91	103	92	88	105	98	100
O=[N+]([O-])c1ccc(Cc2ccc([N+](=O)[O-])cc2)cc1	106	96	73	112	98	86	90	100	109
O=Cc1cn(-c2ccc(C(=O)O)cc2)nc1-c1ccc(O)cc1	99	112	76	103	102	98	93	108	88
CCOC(=O)c1nnn(-c2ccc(OC)cc2)c1-c1cc(OC)c(OC)c(OC)c1	/	98	82	101	112	108	119	102	102
CCOC(=O)c1c(C)nc2c(c1N)/C(=C/c1cc(OC)c(OC)c(OC)c1)C(=O)N2c1ccc(OC)cc1	96	31	74	48	-0.1*	44	46	31	26
CC(=O)N1N=C(c2cc3ccccc3oc2=O)CC1c1cn(-c2ccccc2)nc1-c1ccc(Cl)cc1 (stereo not drawn)	103	101	/	86	83	100	96	105	102
O=C(CCCCCCNC(=O)C(O)(O)C(F)(F)F)Nc1ncc(-c2ccccc2)s1	-46*	2.4*	35	6.2*	2.3*	-29*	1.4*	0.6*	4.1*
COc1ccc(-c2c(C#N)c(-c3cccs3)nc3c2c(-c2ccccc2)nn3-c2ccccc2)cc1OC	95	93	92	98	94	105	105	98	85
O=C(CCC(=O)Oc1c(Cl)cc(Cl)cc1[N+](=O)[O-])Oc1c(Cl)cc(Cl)cc1[N+](=O)[O-]	104	114	93	111	96	111	104	108	108
O=[N+]([O-])c1ccccc1Nc1cccc2ccccc12	98	104	69	91	88	103	99	90	87
Nc1cccc(O)c1	/	99	84	95	98	104	103	106	107
N#Cc1c(-c2ccc(Cl)cc2Cl)c(C#N)c(=O)n(Cc2nc3ccccc3[nH]2)c1N	113	96	79	97	96	98	96	100	107

Molecules above containing a nitro group on carbon:
SMILES	HCC-2998	HCT-15	SNB-75	SNB-19	HCT-116	KM12	SF-268	SW-620	HT29
O=[N+]([O-])c1ccccc1C(O)Cc1ccccn1 (stereo not drawn)	/	106	98	98	106	122	111	110	99
O=[N+]([O-])c1ccc(Cc2ccc([N+](=O)[O-])cc2)cc1	106	96	73	112	98	86	90	100	109
O=C(CCC(=O)Oc1c(Cl)cc(Cl)cc1[N+](=O)[O-])Oc1c(Cl)cc(Cl)cc1[N+](=O)[O-]	104	114	93	111	96	111	104	108	108
O=[N+]([O-])c1ccccc1Nc1cccc2ccccc12	98	104	69	91	88	103	99	90	87

Additional results follow:
SMILES	HCC-2998	HCT-15	SNB-75	SNB-19	HCT-116	KM12	SF-268	SW-620	HT29
O=C(O)Cc1ccc2c(c1)Cc1cccnc1O2	99	103	88	107	100	99	103	106	100
Cc1ccc(OCC(O)CN2CCN(c3ccc(C)cc3)CC2)cc1 (stereo not drawn)	108	101	96	106	98	99	94	/	96
N#Cc1c(-c2ccccc2)nc(SCCC(=O)N2CCOCC2)[nH]c1=O	103	103	90	105	92	107	110	108	98
CCCCCCCCCCCCCCn1cc(C=C2C(=O)NC(=O)NC2=O)c2cc(Br)ccc21	106	105	100	98	102	109	103	111	107
COC(=O)c1ccc[n+](C)c1	101&103	104&103	89	100&107	105&95	109&101	102&97	100&105	94&97
COc1ccc(C2CC(c3ccccc3)=NN2c2nc(-c3cccs3)c(C#N)c(=O)[nH]2)cc1 (stereo not drawn)	94	80	73	92	90	67	95	89	87
O=C(Nc1nc2ccc(F)cc2s1)c1cc(-c2ccc(F)cc2)n2nc(-c3ccccc3)cc2n1	100	91	71	88	79	66	/	62	93
CCNC(C)(C)C(SSS)c1ccco1 (stereo not drawn)	112	114	94	102	103	108	102	111	104
COC(=O)CNc1nc(N(C)O)nc(N(C)O)n1	23	30	96	48	14	45	34	43	42
O=c1cc(C(F)(F)F)[nH]n1-c1nc2ccccc2[nH]1	97	76	73	99	85	/	80	113	95
CCN1C(=S)N(CC)C2C1NC(=S)N2/N=C/C=C/c1ccccc1 (stereo not drawn)	57	27	-22*	31	23	22	56	28	5.3*
NS(=O)(=O)c1ccc(NC(=S)NC(=O)c2ccc(Br)cc2)cc1	107	90	77	93	106	97	101	101	104
COc1ccc(/C=C2N=C(/C=C/c3ccccc3)OC/2=O)cc1	109	91	83	99	113	106	104	102	103
O=C(Nc1ccc(OCc2ccccn2)c(Cl)c1)c1ccnnc1	99	100	91	105	99	105	98	112	103
C=C(C)[C@@H]1C[C@H](O)Cc2cc(Cl)ccc2N1	110	101	99	106	107	111	106	100	/
CSCCC(NC(=O)COc1ccc(Cl)cc1Cl)C(=O)O (stereo not drawn)	113	97	90	107	102	118	114	111	89
O=C(OCc1ccccc1)N(CCF)c1cn(Cc2ccccc2)c(=O)n(Cc2ccccc2)c1=O	96	87	84	82	91	103	101	109	103
COc1ccc(-c2nc3sccn3c2/C=C\c2cc(OC)c(OC)c(OC)c2)cc1	96	70	76	76	72	55	60	64	81
Cc1cccc(C)c1CC(N)C(=O)O (stereo not drawn)	104	101	89	105	82	99	98	93	98
NCc1ccc(Cl)c(Cl)c1	99	100	97	85	91	107	103	105	105
CCCCCCCCc1ccc(C(=O)Nc2ccc(C)c(OP(=O)(O)O)c2)cc1	125	95	90	91	106	96	83	103	106
COc1cc(N2C(=O)[C@H](O)C2c2ccc(SC)cc2)cc(OC)c1OC (stereo partly drawn)	26	13	84	36	1.2*	12	28	24	-14*
CCOC(=O)n1ccn(C)c1=S	106	104	104	110	94	101	106	111	96
Cc1cc2nc(CC#N)[nH]c2cc1C	108	102	98	121	95	105	116	99	106
Cc1cccc(-n2ncc3c(=O)[nH]c(-n4nc(C)cc4NC(=O)c4cc5ccccc5o4)nc32)c1	103	98	100	98	100	102	98	106	96
COc1ccc(-c2cc(-c3nnc(SCC(=O)Nc4ccc(C(C)=O)cc4)o3)c3ccccc3n2)cc1OC	103	81	92	99	86	88	88	99	82
Nc1nc(Cl)ncc1[N+](=O)[O-]	112	94	100	110	103	110	98	105	87
COc1ccc(C(=O)/C=C/c2sc(Cl)nc2Cl)cc1	-36*	13	51	69	18	39	32	19	32
NCCCS	105	111	110	100	105	111	116	118	93
Oc1c(I)cc(I)cc1CNCc1ccccn1	49	27	76	31	26	41	37	33	37
CC(C)(C)c1ccc(OCCCCCl)cc1	112	97	92	101	94	106	103	98	109
O=C(O)CNC(=O)c1cccc(N2C(=O)/C(=C/c3cccc(F)c3)SC2=S)c1	111	99	67	99	98	100	102	104	106
CCOC(=O)C1=C(C)C(Br)=N/C1=C\c1[nH]c(C)c(C(=O)OCC)c1C	98	98	82	91	93	100	99	103	110
CC(=O)c1cc(-c2ccc(Cl)cc2)nc2ccccc12	96	81	70	100	96	80	78	89	100
O=C(Nc1ccncc1)c1noc2ccccc12	110	98	104	95	110	103	100	101	88
Clc1cccc(Cl)c1Cn1c(-c2cncs2)nc2ccccc21	83	79	83	98	79	81	98	94	92
Fc1cccc(COc2ccc(Nc3ncnc4onc(-c5ccccc5)c34)cc2)c1	9.5*	20	-35*	21	8.1*	9.6*	29	20	3.9*
COC(=O)c1sc(-c2ccc(F)cc2)c2sc(N)nc12	95	87	80	98	79	89	94	91	97
O=c1c2c3c(sc2nc(SC2CCCC2)n1-c1ccc([N+](=O)[O-])cc1)CCCCC3	111	97	106	81	88	104	91	98	99
O=C(N/N=C\c1ccccc1Cl)c1ccncc1	98	108	100	102	100	111	108	102	100
CCCCNC(=S)NS(=O)(=O)c1ccc(CCN2C(=O)/C(=C/c3ccc(F)cc3)N=C2C)cc1	104	94	85	92	74	96	95	104	94
CCc1nn2c(-c3cc(F)cc(F)c3)c(-c3cc(OC)c(OC)c(OC)c3)nc2s1	103	93	57	89	93	97	99	94	102
O=C1c2c(O)ccc(O)c2C(=O)c2c(O)ccc(O)c21	73	89	74	96	94	99	102	102	85
COc1cc2c(c(OC)c1OC)C(=O)CC(c1cccc(NC(=O)c3cccc(Cl)c3)c1)O2 (stereo not drawn)	99	72	86	84	66	51	85	86	84
CC1SC(c2ccc(OCc3ccccc3)cc2)N(NC(=O)C(O)(c2ccccc2)c2ccccc2)C1=O (stereo not drawn)	80	61	77	69	40	34	71	70	38
COC(OC)C1(C)NC(=O)NC1=O (stereo not drawn)	115	103	101	105	99	103	96	109	104
O=C(Nc1cccc(Cl)c1)OCC(COC(=O)Nc1cccc(Cl)c1)(COC(=O)Nc1cccc(Cl)c1)[N+](=O)[O-]	37	23	50	43	16	24	35	46	32
O=C(c1nc2ccccc2[nH]1)C1C(c2ccco2)C2CC3CCCCC3N2[C@@]12C(=O)Nc1cc(Cl)ccc12 (stereo partly drawn)	67	52	42	78	41	64	76	76	65
COc1ccc(N2C(=O)N(c3ccc(C)cc3)C(=N)C2=S)cc1	104	87	88	87	95	92	89	90	93
CCC(C)(C)c1ccc(OCCCCCCN2CCN(c3ccc(C)c(Cl)c3)CC2)cc1	84	65	92	103	62	79	82	/	83
C[n+]1ccccc1/C=C/c1ccccc1	114&93	104&112	87&102	110&116	104&101	62&69	97&100	85&98	100&112
O=C1CSC(=S)N1c1ccccc1	104	107	85	95	93	106	111	110	103
O=C1CCCCC1C(O)(C(=O)c1ccccc1)c1ccccc1 (stereo not drawn)	102	65	103	97	93	104	103	104	93
CN1CCN(c2nc(-c3cccnc3)nc3sc4c(c23)CCCCCC4)CC1	57	93	67	101	85	100	80	102	91
CCCc1cc(=O)[nH]c2nnc(C)n12	109	91	98	103	93	107	111	106	103
CN(C)CN1CCN(c2ccc3nc(-c4ccc5nc(-c6ccc(C(F)(F)F)cc6)[nH]c5c4)[nH]c3c2)CC1	85	92	39	70	24	27	68	27	29
Cc1nnc(Nc2ccc(NC(=O)c3ccc(Cl)cc3)cc2)c2ccccc12	125	101	81	/	92	101	90	93	94
N#CC1=C(O)C(=O)/C(=C(\O)c2ccccc2)C1c1ccccc1 (stereo not drawn)	108	100	90	98	104	119	121	108	119
COc1ccc(C(C#N)(CCC#N)CCC#N)cc1OC	100	112	102	104	97	102	105	102	106
Cc1csc(/N=C(N)/N=C(\N)c2cccnc2)n1	90	43	42	69	55	49	77	53	59

Seven consecutive compounds already listed, for reference:
SMILES	HCC-2998	HCT-15	SNB-75	SNB-19	HCT-116	KM12	SF-268	SW-620	HT29
CCC(C)(C)c1ccc(OCCCCCCN2CCN(c3ccc(C)c(Cl)c3)CC2)cc1	84	65	92	103	62	79	82	/	83
C[n+]1ccccc1/C=C/c1ccccc1	114&93	104&112	87&102	110&116	104&101	62&69	97&100	85&98	100&112
O=C1CSC(=S)N1c1ccccc1	104	107	85	95	93	106	111	110	103
O=C1CCCCC1C(O)(C(=O)c1ccccc1)c1ccccc1 (stereo not drawn)	102	65	103	97	93	104	103	104	93
CN1CCN(c2nc(-c3cccnc3)nc3sc4c(c23)CCCCCC4)CC1	57	93	67	101	85	100	80	102	91
CCCc1cc(=O)[nH]c2nnc(C)n12	109	91	98	103	93	107	111	106	103
CN(C)CN1CCN(c2ccc3nc(-c4ccc5nc(-c6ccc(C(F)(F)F)cc6)[nH]c5c4)[nH]c3c2)CC1	85	92	39	70	24	27	68	27	29

Structural class: the entries above with bromine (three)
SMILES	HCC-2998	HCT-15	SNB-75	SNB-19	HCT-116	KM12	SF-268	SW-620	HT29
CCCCCCCCCCCCCCn1cc(C=C2C(=O)NC(=O)NC2=O)c2cc(Br)ccc21	106	105	100	98	102	109	103	111	107
NS(=O)(=O)c1ccc(NC(=S)NC(=O)c2ccc(Br)cc2)cc1	107	90	77	93	106	97	101	101	104
CCOC(=O)C1=C(C)C(Br)=N/C1=C\c1[nH]c(C)c(C(=O)OCC)c1C	98	98	82	91	93	100	99	103	110

Other entries
SMILES	HCC-2998	HCT-15	SNB-75	SNB-19	HCT-116	KM12	SF-268	SW-620	HT29
CC1(C)OC2OC(COC(=O)c3ccccc3)C(OC(=O)c3ccccc3)C(OC(=O)c3ccccc3)C2O1 (stereo not drawn)	111	82	85	94	81	103	97	96	88
CC(=O)Nc1ccc(Oc2ccccc2)cc1	104	96	100	92	99	101	93	105	96
Clc1nn2c(Cn3cnc4c(N5CCCC5)ncnc43)nnc2c2ccccc12	107	92	86	96	85	103	93	143	99
COc1cc(Cl)cc(-c2nn(C(=O)NCCN3CCCCC3)cc2-c2ccncc2)c1	104	100	91	100	109	104	100	104	94
O=C(O)CCN1C(=O)CCSC1=S	111	94	98	105	105	100	100	113	110
O=C(O)CN(Cc1ccccn1)Cc1cc(I)cc(I)c1O	58	37	78	48	37	44	56	74	43
CS(=O)(=O)c1ccc(-c2ccc3ncc(C#N)c(Nc4ccc(F)c(Cl)c4)c3c2)cc1	109	99	35	61	85	101	67	104	116
CCOC(=O)Cc1csc2nc(-c3ccccc3)cn12	105	106	72	106	100	110	117	107	107
Oc1ccc(/C=C/c2ccc(O)cc2)cc1	96	33	47	89	47	46	43	65	101
CCCCNc1nnc(C(=O)c2c[nH]c3ccccc23)o1	93	101	95	105	91	82	94	100	103
Cc1cc2ccccc2c2cc3ccccc3cc12	93	82	100	105	94	82	100	90	88
N#Cc1c(-c2cccc(Cl)c2)cc(-c2cccnc2)[nH]c1=O	99	45	61	68	72	66	80	71	115
COc1cc(Nc2nc3ccccc3cc2C(=O)N2CCN(c3ccc(F)cc3)CC2)cc(OC)c1OC	105	93	81	88	91	86	88	94	102
